CCHF vOTU inh: CCHFV vOTU protease inhibitors, primary screen, biochemical, Pep-AMC substrate, fluorescence; Crimean-Congo hemorrhagic fever virus L polyprotein viral ovarian tumor (vOTU) protease …; inhibition, % at 11.5 µM; 370,000 tested, 0.55% active; AID 651958, 2012; in the data active means inhibition above about 30%; further: 0% = vehicle wells with enzyme and 100% = no enzyme wells
BoNT F protease: BoNT/F light chain protease inhibitors, primary screen, biochemical, flow cytometry, MLPCN library; Botulinum neurotoxin type F light chain protease (Clostridium botulinum); Multiplex microsphere protease cleavage assay; inhibition, % at 10 µM; 360,000 tested, 0.22% active; AID 588497, 2011; in the data active means inhibition above about 35%, passing the limit was not always enough; inconclusive means no clear call, values can overlap the other calls; further: plate controls were buffer without enzyme for full effect and enzyme alone for no effect
TcdB GH inh: TcdB glycohydrolase inhibitors, primary screen, biochemical, single point, plate reader; TcdB glycohydrolase enzymatic assay; inhibition, % at 9.99 µM; 350,000 tested, 0.24% active; Toxin B (Clostridioides difficile), P18177; AID 652162, 2013; in the data active means inhibition above about 10%
FadD28 FP inh: inhibitors of FadD28 bisubstrate probe binding, primary screen, biochemical, fluorescence polarization, single point; 360,000 tested, 0.22% active; inhibition, % at 12.5 µM; Mycobacterium tuberculosis FadD28 fatty-acid-AMP ligase; in the data active means inhibition above about 8.5%, passing the limit was not always enough; inconclusive means no clear call, values can overlap the other calls
Y pestis TopoI: Yersinia pestis topoisomerase I inhibitors, primary screen, biochemical, cleavage product accumulation, plate reader, single point. Y. pestis Topo-I cleavage product accumulation. 360,000 tested, 0.064% active. activity, % at 10 µM; in the data active means activity above about 50%, passing the limit was not always enough; inconclusive means no clear call, values can overlap the other calls; further: inactives centre near 2
Anthrax LF prot: Bacillus anthracis LF protease inhibitors, primary screen, biochemical, multiplex microsphere, MLPCN library | Lethal factor (Bacillus anthracis), P15917 | multiplex microsphere protease cleavage assay | inhibition, % at 10 µM | 360,000 tested, 0.12% active; further: plate controls were buffer without enzyme for full effect and enzyme alone for no effect
PfHsp40 rescue: rescue of yeast from PfHsp40 toxicity, primary screen, S. cerevisiae, ATP luminescence; S. cerevisiae expressing PfHsp40, growth rescue; growth rescue, % at 12.5 µM; 340,000 tested, 0.68% active; in the data active means growth rescue above about 28%, passing the limit was not always enough; inconclusive means no clear call, values can overlap the other calls;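 further: yeast W303a lacking pdr1 and pdr3 grown in galactose medium; growth measured after three days at 30 °C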
BoNT A protease: BoNT/A light chain protease inhibitors, primary screen, biochemical, flow cytometry, MLPCN library; Botulinum neurotoxin type A light chain protease (Clostridium botulinum A str. ATCC 3502); multiplex microsphere protease substrate cleavage; inhibition, % at 10 µM; 360,000 tested, 0.17% active; AID 588499, 2011; further: plate controls were buffer without enzyme for full effect and enzyme alone for no effect
PrPC surface inh: inhibitors of human cell surface prion protein PrPC, primary screen, cell-based, TR-FRET | Major prion protein (Homo sapiens), P04156 | TR-FRET read-out | inhibition, % at 13.8 µM | 370,000 tested, 0.43% active | AID 720596, 2013; in the data active means inhibition above about 24%; further: 0% = median of the test wells and 100% = reference compound wells
Starred values were filed as active, the others as inactive; ? = inconclusive; nt = no result given; & = joins results of further samples. Unless noted, no stated cut-off is given here; in the data, active means inhibition above about 30%; inconclusive means no clear call, values can overlap the other calls; inactive means below that. Random draw from the library, and some 2.3% of all compounds hit somewhere here.

| Molecule | CCHF vOTU inh | PfHsp40 rescue | BoNT F protease | TcdB GH inh | Anthrax LF prot | FadD28 FP inh | BoNT A protease | PrPC surface inh | Y pestis TopoI |
| --- | --- | --- | --- | --- | --- | --- | --- | --- | --- |
| CCOC(=O)C1CCN(C(=O)CNC(=O)c2nn(-c3ccc(OC)cc3OC)c(=O)c3ccccc23)CC1 | -7 | -1.8 | -6 | -0.5 | -1 | -1.0 | -1.4 | 6 | 16 |
| Oc1ccc(/C=N/N(Cc2ccccc2)c2ccccc2)cc1 | 4 | ? | 17 | -0.2 | -2 | -2.2 | 1.4 | 8 | -13 |
| COc1c[nH]n(C2CCCCC2)c(=O)c1=O | -13 | 0.5 | -11 | nt | -4 | -1.3 | 0.4 | 0 | -6 |
| COc1cc(/C=C2\SC(=S)N(NS(=O)(=O)c3ccc(C)cc3)C2=O)cc(OC)c1OC | -8 | ? | -3 | 1.2 | 12 | 0.8 | 0.6 | 7 | 8 |
| COc1ccc(CC(=O)NC(CC(=O)O)c2cccc([N+](=O)[O-])c2)cc1 (stereo not given) | 15 | 0.8 | -4 | 0.2 | 0 | -1.9 | 0.0 | 1 | 5 |
| Cc1ccn(C(=O)c2ccc(NC(=O)C3CC3)cc2)n1 | 8 | -0.8 | -1 | 0.6 | -8 | -2.7 | 0.9 | 7 | 2 |
| Cc1ccc(NC(=O)CN(C)C(=O)c2ccc(NC(=O)CC3SC(N4CCCC4)=NC3=O)cc2)cc1 (stereo not given) | 7 | -0.1 | 2 | 0.6 | -1 | -3.4 | 1.9 | 9 | 10 |
| COc1ccc(C(=O)ON=C2c3ccccc3-c3ccccc32)cc1OC | -13 | -2.1 | -4 | 2.2 | -1 | -0.5 | -0.8 | -1 | 4 |
| O=C(N/C(=C\c1ccco1)C(=O)N1CCCC1)c1ccccc1 | 2 | -0.7 | 2 | -0.2 | -2 | 0.5 | -2.0 | -2 | 11 |
| COCCn1c(-c2ccc(OC)cc2)nc2oc3cc(OC)ccc3c(=O)c2c1=O | 4 | -0.6 | -5 | 1.8 | -3 | -4.7 | -2.8 | -10 | -4 |
| O=C(Cc1cccs1)N(Cc1cccs1)C1(C(=O)NC2CCCC2)CCCCC1 | 0 | 0.1 | 9 | nt | 2 | -5.4 | -0.1 | 0 | 13 |
| CCc1noc(C)c1C(=O)Nc1nc(-c2ccc(Cl)cc2Cl)cs1 | -6 | 0.6 | -8 | 0.3 | -3 | 0.8 | -0.4 | 7 | -5 |
| Cc1ccc(OCC(=O)N/N=C\c2ccco2)c(C)c1 | 5 | 0.3 | -2 | nt | -5 | -3.0 | -0.8 | 4 | -5 |
| CCOc1ccc2oc(C(=O)N3CCN(Cc4ccccc4)CC3)c(C)c2c1 | 3 | -0.1 | -4 | -0.4 | 1 | -0.4 | 3.4 | -1 | 42 |
| CCOC(=O)NC(=O)CSc1nnc(C2CC2)n1Cc1ccco1 | 3 | 0.8 | 0 | -0.4 | 2 | -1.3 | -1.2 | 8 | 1 |
| CSc1nc2ccc(NC(=O)c3ccccn3)cc2s1 | -4 | -0.2 | -3 | -0.5 | -1 | -0.4 | 1.2 | 0 | -1 |
| Cc1n[nH]c(C)c1Sc1ccccc1N=Cc1cc(Cl)cc([N+](=O)[O-])c1O | nt | -1.3 | 12 | nt | -1 | -0.1 | 0.4 | nt | -1 |
| c1ccc(CNc2c(-c3cccc(SC4CCCCC4)c3)nc3ccccn23)cc1 | -4 | 1.1 | -4&-9 | 1.6 | -5&-11 | 1.2 | -0.5&-0.1 | 13 | 7 |
| CCCN(C(=O)c1ccc([N+](=O)[O-])c(C)c1)c1c(N)n(Cc2ccccc2)c(=O)[nH]c1=O | 7 | -1.4 | 4 | 2.9 | -5 | -1.9 | 1.6 | -9 | -4 |
| CCN(C1CCCCC1)S(=O)(=O)c1ccc(S(=O)(=O)NCc2ccncc2)cc1 | -2 | -0.2 | 3 | nt | -1 | -1.2 | 1.4 | 15 | 0 |
| COc1ccc(N2CCN(c3ncnc4c3[nH]c3ccccc34)CC2)cc1 | 0 | 0.1 | 0 | nt | 5 | -2.7 | -0.3 | 12 | 0 |
| Cc1ccnc(SCC(=O)Nc2c(C)n(C)n(-c3ccccc3)c2=O)n1 | -6 | 0.7 | -2 | nt | 8 | -2.9 | -0.6 | -3 | 3 |
| CC(Sc1nnc(-c2cccnc2)n1N)C(=O)N1CCOCC1 (stereo not given) | 0 | 0.7 | nt | 2.1 | nt | -3.7 | nt | 8 | 7 |
| COC(OC)c1ccc(C#N)c(=O)[nH]1 | -13 | -0.4 | -3 | -0.6 | -2 | -2.6 | -0.1 | -4 | 2 |
| CC(=O)c1cn(CCCOc2ccccc2)c2ccccc12 | 7 | 0.4 | 3 | 1.3 | 0 | -3.3 | -0.8 | 15 | 30 |
| CCNC(=O)C1(C)CCN(C(=O)c2cc(OC)c(OC)c(OC)c2)C1 (stereo not given) | -1 | nt | -1 | 1.1 | -4 | -0.4 | -0.3 | -5 | 2 |
| O=C(CCC1N=C2c3ccccc3N=C(SCC(=O)NCc3ccco3)N2C1=O)NCc1ccco1 (stereo not given) | 0 | 0.0 | 2 | 0.4 | -2 | 0.3 | -0.2 | -1 | -14 |
| CC1CC(C)CN(CCCNC(=O)c2ccc3c(c2)N(Cc2ccccc2)C(=O)c2ccccc2S3=O)C1 (stereo not given) | -6 | -0.9 | -1 | 1.1 | 2 | -3.1 | -3.1 | -18 | -7 |
| C=CCc1cccc(CNc2c(C)cc(C)cc2C)c1O | -6 | 0.0 | -6 | 0.9 | -6 | -3.8 | -0.9 | 4 | 9 |
| O=C(N/N=C/c1ccc(-c2ccc(Br)cc2)o1)c1ccc2c(c1)OCO2 | 12 | 0.4 | -16 | 0.1 | -3 | -0.1 | -0.5 | 2 | 3 |
| Cc1oc2c(C)c3oc(=O)c(CC(=O)N[C@@H](CCCNC(N)=O)C(=O)O)c(C)c3cc2c1C | -7 | 0.6 | -16 | -2.7 | 7 | -1.5 | 0.4 | 1 | 7 |
| CNc1ccc(/C=C/C(=O)c2ccc(C)cc2)cc1[N+](=O)[O-] | -5 | 1.6 | -2 | 0.9 | 0 | -0.6 | -0.3 | -10 | 3 |
| COc1ccc(C)cc1S(=O)(=O)Nc1cccc(-c2ccc(N3CCCCCC3)nn2)c1 | 15 | 1.2 | -5 | 1.3 | 0 | -2.8 | 0.3 | 8 | 29 |
| O=C(/C=C/c1ccco1)Nc1ccccc1C(=O)O | 12 | 0.9 | -7 | 2.7 | -4 | -2.7 | -1.6 | -12 | 1 |
| COc1ccc(-c2cc(C)no2)cc1S(=O)(=O)N(C)c1cccc(C)c1 | 7 | 7.4 | 11 | 1.3 | -2 | ? | 0.0 | 8 | -6 |
| O=C(CSc1ccc(-c2cccs2)nn1)N1CCCCC1 | 6 | -1.7 | -6 | nt | 0 | -3.1 | -0.8 | -8 | 6 |
| Cc1cc(Br)ccc1OCC(=O)N(Cc1nc(-c2ccccc2)no1)C(C)C | 1 | 2.6 | -1 | 1.2 | 0 | -4.4 | 0.8 | 2 | 35 |
| CN1CCN(S(=O)(=O)c2ccc(Cl)s2)CC1 | -6 | -0.8 | 7 | 0.8 | 1 | -0.1 | -1.1 | -7 | -4 |
| CC(=O)OC(C(=O)NC1CCCCC1)c1ccc(C#N)cc1 (stereo not given) | 1 | -1.2 | -7 | nt | -3 | 1.0 | -0.2 | 3 | 10 |
| CCOC(=O)c1ccc(Nc2cc(C)nc3nc(C)nn23)cc1 | 0 | 1.9 | -6 | -5.4 | 3 | -3.2 | -0.1 | 0 | 0 |
| Cc1ccc(OCC(=O)Oc2cccc(C)c2)cc1 | -14 | nt | -9 | 0.8 | -7 | -1.7 | -0.5 | 7 | 7 |
| O=C(CN1C(=O)S/C(=C\c2ccccc2)C1=O)NC1CCS(=O)(=O)C1 (stereo not given) | 18 | 0.4 | 4 | 0.9 | 2 | -3.8 | 1.3 | -20 | 2 |
| COC(=O)CN(C#N)c1nc(N(C)C)nc(N(C)C)n1 | 10 | 0.6 | 3 | -0.3 | -2 | -4.1 | 0.3 | 3 | -3 |
| O=C(O)c1cc2c(o1)CCC/C2=N\O | -14 | 0.9 | -7 | 1.0 | 0 | -2.3 | -0.8 | 8 | 3 |
| COc1cc2c(cc1NC(=O)Cc1ccc(C)cc1)oc1ccccc12 | -8 | 0.5 | -2 | -0.2 | -1 | -1.6 | 0.7 | -2 | 22 |
| Cn1cccc1C(=O)OCC(=O)Nc1ccc2c(c1)CCC2 | 2 | 2.2 | -2 | nt | 1 | -4.0 | 0.5 | 6 | 0 |
| CCOc1ccc(S(=O)(=O)N2CCCCC2)cc1NC(=O)C1CCCC1 | 3 | nt | -7 | 1.6 | -4 | -0.8 | 0.0 | 9 | 10 |
| COCCCNC(=O)CN1C(=O)COc2ccc(S(=O)(=O)N3CCOCC3)cc21 | -5 | -0.9 | 9 | 2.5 | -3 | 0.0 | 2.2 | 2 | -3 |
| O=C(N/C(=C/c1ccccc1F)C(=O)N1CCCCC1)c1ccccc1 | 12 | -0.6 | -1 | 0.5 | 5 | 0.6 | -3.9 | -2 | 14 |
| O=C(O)C1CCCCC1C(=O)Nc1cccc(Cl)c1Cl (stereo not given) | 16 | -0.9 | -4 | nt | 3 | -0.9 | 0.4 | 3 | -8 |
| CCOc1ccc(NC(=O)C(C)SC(N)=O)cc1 (stereo not given) | 11 | 0.4 | -8 | 1.9 | 0 | -2.4 | -0.5 | -8 | 0 |
| Cn1cnc2ncnn2c1=S | 0 | nt | -3 | 6.3 | -1 | -2.7 | 0.2 | -6 | 0 |
| Cc1ccc(/C=[N+](/C)[O-])cc1 | 3 | -1.1 | 10 | 0.7 | -1 | 2.1 | 0.7 | -1 | 12 |
| CC1Cc2ccccc2N1C(=O)c1ccc2c(c1)nnn2C (stereo not given) | -9 | 0.8 | -2 | nt | 0 | -1.0 | 0.8 | 0 | 9 |
| COc1ccc(/C(O)=C2/C(=O)C(=O)N(CCCN3CCOCC3)C2c2ccc(OC)cc2)cc1 (stereo not given) | 6 | -0.4 | 13 | -6.0 | -14 | -2.8 | 0.1 | 9 | 0 |
| COc1cc(/C=C/C(=O)Nc2nc3ccc(S(=O)(=O)N(C)C)cc3s2)cc(OC)c1OC | -8 | 0.8 | 2 | nt | 0 | -1.6 | 1.4 | 0 | -2 |
| Cn1c(N)c(C(=O)CSc2nc(N)cc(N)n2)c(=O)n(C)c1=O | -4 | 0.1 | 1 | 1.4 | -8 | -0.2 | 0.5 | 9 | 11 |
| O=C(Nc1ccncc1)c1cccc2ccccc12 | 1 | -2.7 | ? | -0.8 | -1 | 0.2 | 1.0 | 5 | 1 |
| Cc1ccc(S(=O)(=O)NC(Cc2ccccc2)C(=O)O)cc1C (stereo not given) | -1 | 2.7 | 3 | 2.1 | -7 | -1.8 | -2.3 | -1 | 6 |
| CCOC(=O)Nc1oc2ccccc2c(=O)c1C | 5 | 1.2 | 2 | nt | 8 | -1.4 | 0.2 | -3 | 4 |
| CC(=O)OCC(=O)[C@@]1(O)CC[C@H]2[C@@H]3CCC4=CC(=O)C=C[C@]4(C)[C@H]3C(=O)C[C@@]21C | -3 | -1.0 | -2 | -0.4 | 2 | 1.0 | -2.0 | 4 | -5 |
| COc1ccc(N2C(=O)C(=O)N(c3ccc(OC)cc3)P2(=O)N(CCCl)CCCl)cc1 | -5 | -0.8 | -7 | 0.8 | -8 | 0.5 | -0.2 | 5 | 10 |
